Bioassay records from PubChem.
IMPase Li cell: qHTS Assay for Identifying the Cell-Membrane Permeable IMPase Inhibitors: Potentiation with Lithium; CHO-M1 cells, IP1 TR-FRET (IP-One), carbachol + lithium; Potency, µM (doses to about 59.4 µM), for inactives: top-dose activity, negative = IMPase inhibition, most hits filed as inhibitors; 210,000 tested, 0.35% active; AID 1457, 2008;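 further: IP1 builds up when IMPase is blocked and the TR-FRET signal falls; potency means the concentration at half of the fitted maximal effect; plate controls were basal vehicle for no effect and high inhibitor control for full effect; nearly all actives have a fitted effect of over 50% in size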
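Readout is a homogeneous TR-FRET IP1 immunoassay (Ex 320, Em 665 and 620), where raised cytosolic IP1 lowers signal. Cells were CHO-M1 treated 30 min at 37C with test compounds plus a little lithium; AC50 values came from Hill-equation fitting.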
LMNA splice mod: qHTS Assay for Modulators of Lamin A Splicing. HeLa LMNA splicing GFP/RFP minigene ratio, 48 h. Potency, µM (series often up to 46.1 µM), for inactives: top-dose ratio change, negative = inhibition, actives largely listed as inhibitors. 200,000 tested, 0.01% active; active means well fitted inhibition curve with a large enough effect in the signal ratio, with a control signal flat, not every such curve was filed as active; inconclusive means small, poorly fitted or top-dose-only effect, or effect the other way, or a change in a side signal; the % refers to the signal ratio; further: potency means the concentration at half of the fitted maximal effect; on the % scale 0 is the no-effect control and ±100 the full control effect
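S3 HeLa cells stably expressing lamin A-EGFP splicing minigene plus DsRed2, 600 cells/well, 48 h compound exposure at 37C. Laser-scanning cytometry; analysed as GFP (500-530 nm)/RFP (575-640 nm) total intensity ratio; 0.5% DMSO vehicle.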
aGal spleen mod: qHTS Assay for Inhibitors and Activators of Human alpha-Galactosidase From Spleen Homogenate; Alpha-galactosidase A (Homo sapiens), P06280; human spleen homogenate, 4MU-alpha-Gal fluorescence, 40 min; Potency, µM (titrated, usually from 80 µM), inactives show at the top dose activity change, negative = inhibition, usual class: inhibitors; 240,000 tested, 0.008% active;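 further: potency means the concentration at half of the fitted maximal effect; 0% = enzyme with vehicle and -100% = no enzyme basal signal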
Target sequence (P06280 32-429 limits assumed): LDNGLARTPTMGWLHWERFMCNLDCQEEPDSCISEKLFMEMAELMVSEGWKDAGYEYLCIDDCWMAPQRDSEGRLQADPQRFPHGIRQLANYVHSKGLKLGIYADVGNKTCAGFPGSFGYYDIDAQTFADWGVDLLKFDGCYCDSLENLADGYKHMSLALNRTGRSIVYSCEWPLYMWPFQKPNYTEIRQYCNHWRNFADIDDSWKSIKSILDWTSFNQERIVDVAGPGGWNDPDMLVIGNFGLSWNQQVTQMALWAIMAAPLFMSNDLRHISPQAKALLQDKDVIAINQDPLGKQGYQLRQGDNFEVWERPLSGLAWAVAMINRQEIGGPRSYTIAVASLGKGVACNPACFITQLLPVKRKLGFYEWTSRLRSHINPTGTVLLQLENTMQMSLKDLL
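Fluorogenic readout (Ex 365/Em 440 nm) of 4-methylumbelliferone released from 1 mM 4-MU-alpha-galactoside by spleen homogenate, 40 min at 37C, pH 5.0. Data normalized to no-enzyme and enzyme controls; Hill-equation AC50 from compound titrations.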
CBFb RUNX1 block: qHTS Assay for Compounds Blocking the Interaction Between CBF-beta and RUNX1 for the Treatment of Acute Myeloid Leukemia | AlphaScreen CBFb-His/RUNX1-biotin binding, biochemical | 230,000 tested, under 10 active | Runt-related transcription factor 1 (Homo sapiens) + Core-binding factor subunit beta … | Potency, µM (highest dose often 59.8 µM), for inactives: top-dose activity, negative = inhibition, hits mostly inhibitors | AID 1477, 2009; further: % of control where 0% means no effect
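Bead-based AlphaScreen assay; binding partners His-tagged CBF-beta and biotinylated RUNX1 at 30 nM each. Compound exposure 15 min after a 20-min protein preincubation; bead step 90 min; all steps at room temperature.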
Epigenetic reg: Quantitative High-Throughput Screen for Regulators of Epigenetic Control | murine LDR cells, GFP reporter derepression, 30 h | Potency, µM (top dose mostly 53.9 µM), for the others: top-dose GFP activation, most hits filed as activators | 280,000 tested, 0.2% active; further: potency means the concentration at half of the fitted maximal effect; % of control where 0% means no effect; nearly all actives have a fitted effect of over 60% in size
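Murine LDR cells bearing a silenced CMV-driven GFP reporter were exposed to compound for 30 h at 37 C. After PBS washes, GFP-positive cells (20-120 um objects) counted by laser-scanning microplate cytometry.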
KinaseGlo FLuc: Counterscreen for Luciferase (Kinase-Glo TM) Inhibition. Kinase-Glo luciferase, ATP luminescence, 8 min. 200,000 tested, 0.28% active. Potency, µM (doses to about 38.3 µM), without a hit: top-dose activity change, negative = inhibition, actives largely listed as inhibitors. Luciferin 4-monooxygenase (Photuris pensylvanica), Q27757. AID 1379, 2008; further: potency means the concentration at half of the fitted maximal effect; on the % scale 0 is the no-effect control and ±100 the full control effect; nearly all actives have a fitted effect of over 60% in size
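Compound is pinned into ATP-containing buffer (10 uM ATP, imidazole pH 7.2, 7 mM MgCl2). Kinase-Glo luciferase reagent is then added. Light output is recorded following an 8-min room-temperature incubation.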
NPSR antag: qHTS Assay for Antagonists of the Neuropeptide S Receptor: cAMP Signal Transduction; Q6W5P4; CHO-NPSR cells, cAMP TR-FRET, antagonist mode; Potency, µM (top dose mostly 38.3 µM), for the others: at the highest dose activity change, negative = inhibition, hits mostly inhibitors; 220,000 tested, 1% active; AID 1461, 2008; further: potency means the concentration at half of the fitted maximal effect; on the % scale 0 is the no-effect control and ±100 the full control effect; nearly all actives have a fitted effect of over 50% in size; many of its hits are not listed in these tables
Target sequence (Q6W5P4 whole entry, looked up): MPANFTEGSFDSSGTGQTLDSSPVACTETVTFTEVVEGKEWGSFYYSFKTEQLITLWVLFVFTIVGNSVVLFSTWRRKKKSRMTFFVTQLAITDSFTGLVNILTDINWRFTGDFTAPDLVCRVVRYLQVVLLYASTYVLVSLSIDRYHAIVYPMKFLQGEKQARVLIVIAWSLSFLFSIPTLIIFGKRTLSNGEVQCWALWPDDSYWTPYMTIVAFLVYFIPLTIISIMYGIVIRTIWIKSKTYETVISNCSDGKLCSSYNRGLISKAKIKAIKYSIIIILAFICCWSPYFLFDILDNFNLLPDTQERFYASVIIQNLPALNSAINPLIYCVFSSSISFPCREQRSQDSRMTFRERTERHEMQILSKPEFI
Starred values were filed as active, the others as inactive; ? = inconclusive; / = not tested or not shown; [ ] = remark or other dose. Unless noted, the call rests on the fitted dose curve; in most records, active means well fitted curve in the direction sought with a large enough effect; inconclusive means small, poorly fitted or top-dose-only effect, or another doubt; inactive means no such curve, though single readings can be large; an effect the other way counts as inactive or inconclusive.

Structure,LMNA splice mod,aGal spleen mod,NPSR antag,KinaseGlo FLuc,IMPase Li cell,CBFb RUNX1 block,Epigenetic reg
COC(=O)c1sccc1NC(=O)c1cccc(OC)c1,11%,3%,-19%[46.1 µM],-3%,10%[38.3 µM],14%,-0.2%
O=C(Nc1ccc([N+](=O)[O-])cc1)c1ccccc1F,/,3%,3%,2%,-4%,4%,-0.4%
O=C1NCCNC1(c1c[nH]c2ccccc12)C(F)(F)F (configuration not stated),-11%,-1%,7%[46.1 µM],-1%,-7%[38.3 µM],1%,-0.7%
COc1cccc(OCCCCSc2ncccn2)c1,11%,-3%,-12%[46.1 µM],0%,9%[38.3 µM],13%,-1.0%
CCOC(=O)CC(=O)CSc1nc(-c2ccccc2)cc(-c2ccc(Cl)cc2)c1C#N,?,9%,?,-2%,5%[38.3 µM],16%,3.2%
CCOC(=O)C1(Cc2ccc(OC)cc2)CCN(C(=O)Cc2cccnc2)CC1,/,3%,-4%,/,2%,30%,0.0%
CCc1nc(NCCC(C)C)c(C#N)c2c1CCCC2,4%,-10%,-4%[46.1 µM],-3%,-7%[38.3 µM],5%,3.3%
O=C(NCc1ccco1)C1CC2CCC1C2 (configuration not stated),4%,16%,8%[46.1 µM],2%,13%[38.3 µM],-4%,1.3%
O=C(COC(=O)Cn1cnc2ccccc21)Nc1ccc2c(c1)C(=O)c1ccccc1C2=O,-14%,-7%,10%,0%,-13%,-1%,-1.9%
Cc1cc(C)n(-c2ccc3nncn3n2)n1,?,8%,-6%,1%,-3%,9%,-2.9%
Fc1ccc(CSc2nnc(CN3CCOCC3)n2-c2ccccc2)c(Cl)c1,0%,-11%,-19%[46.1 µM],-1%,19%[38.3 µM],-5%,-2.1%
C#CCOCCOCCOCCNc1nc(N2CCN(C(=O)[C@H](Cc3ccc(O)cc3)n3cc([C@@H](N)CC(C)C)nn3)CC2)nc(N2CCN(C(=O)[C@H](Cc3cc4ccccc4[nH]3)n3cc([C@@H](N)CC(C)C)nn3)CC2)n1,/,-6%,14%,/,15%,-5%,-0.7%
O=C(COC(=O)CNC(=O)C1CCCCC1)Nc1ccc2ccccc2c1,-1%,-3%,-2%[46.1 µM],0%,-9%[38.3 µM],-9%,0.1%
Cc1cccc(C)c1OCC(=O)N/N=C/c1cccn1C,-11%,7%,2%,3%,16%,-12%,1.0%
CN(C)CC/C=C1/c2ccccc2Sc2c(O)cc(Cl)cc21,?,5%,-10%[46.1 µM],-4%,25%,8%,1.0%
Cc1cc(Cl)ccc1OC(C)C(=O)Nc1ccc(S(=O)(=O)Nc2cnc3ccccc3n2)cc1 (configuration not stated),16%,-1%,-20%[46.1 µM],1%,-4%[38.3 µM],-7%,-1.2%
CCCOc1cccc(C2C(C(=O)c3cccs3)=C(O)C(=O)N2Cc2cccnc2)c1 (configuration not stated),/,-5%,10%[7.67 µM],/,/,0%,-0.3%
COc1ccccc1/C=C\C=N\n1c(C2CCCCC2)n[nH]c1=S,-2%[0.0737 µM],-3%,?,2%,9%[38.3 µM],?,-0.2%
COc1ccc2c(c1)CCc1c(C(=O)N3CCc4ccccc4C3)noc1-2,?,7%,-26%[46.1 µM],3%,21%,25%,-3.3%
COc1ccc(N2CC(C)(C)C2=O)cc1,1%[46 µM],2%,6%,-3%,12%,-4%,-1.5%
Cc1ccc(C(C)C)c(OC/C(O)=C(\C#N)c2nc3ccccc3[nH]2)c1,/,6%,-37%,/,/,-3%,0.1%
COC(=O)c1ccc2c(=O)n(Cc3ccc(C(=O)NC4CCCC4)cc3)c(=S)[nH]c2c1,-2%,1%,-12%,-2%,-13%,-2%,-1.0%
CC1CCN(S(=O)(=O)c2ccc(S(=O)(=O)N3CCC4(CC3)OCCO4)cc2)CC1,-3%,-5%,3%,2%,-4%,-19%,-3.2%
COc1ccc(C(=O)/C=C/C(=O)N(CC(=O)NC2CCCCC2)Cc2ccc(F)cc2)c(O)c1,?,12%,?,1%,27%,-1%,5.8%
CCSC1=NCCN1S(=O)(=O)c1ccc(Cl)cc1,/,-5%,-5%,1%,11%,1%,2.3%
O=C(Nc1ccc2c(c1)OCCO2)c1ccc(Cl)c(S(=O)(=O)N2CCOCC2)c1,?,12%,-30%[46.1 µM],-3%,11%[38.3 µM],1%,-0.5%
Cc1cccc(C)c1NC(=O)CSc1nnc(-c2ccco2)c(-c2ccco2)n1,-2%[0.0737 µM],3%,-12%[46.1 µM],-1%,-17%[38.3 µM],/,-2.6%
NC(=O)CC(NC(=O)c1ccccc1)c1ccc(NCC2CC2)c([N+](=O)[O-])c1 (configuration not stated),/,2%,1%,/,/,9%,3.8%
CN(C)S(=O)(=O)n1cnc2ccccc21,10%,-13%,-7%[46.1 µM],-1%,9%[38.3 µM],3%,2.0%
OC[C@@H]1O[C@@H](n2cnc3c(N[C@H]4CCC[C@@H]4O)ncnc32)[C@H](O)[C@H]1O,/,2%,/,4%,10%,5%[21.7 µM],0.8%
COc1ccc(NC(=O)Nc2ccccc2C)c(OC)c1,-1%,1%,4%[46.1 µM],-2%,-5%[38.3 µM],-1%,2.9%
O=C(N/N=C/c1c[nH]c2ccccc12)c1ccn(Cc2ccc(Cl)cc2Cl)n1,-9%,-1%,-30%[46.1 µM],-9%,8%[38.3 µM],-8%,-1.4%

Single records, as listed above. Values in the order: LMNA splice mod, aGal spleen mod, NPSR antag, KinaseGlo FLuc, IMPase Li cell, CBFb RUNX1 block, Epigenetic reg
O=C(N/N=C/c1c[nH]c2ccccc12)c1ccn(Cc2ccc(Cl)cc2Cl)n1 as listed: -9%, -1%, -30%[46.1 µM], -9%, 8%[38.3 µM], -8%, -1.4%
Cc1cccc(C)c1NC(=O)CSc1nnc(-c2ccco2)c(-c2ccco2)n1 as listed: -2%[0.0737 µM], 3%, -12%[46.1 µM], -1%, -17%[38.3 µM], /, -2.6%
CN(C)S(=O)(=O)n1cnc2ccccc21 as listed: 10%, -13%, -7%[46.1 µM], -1%, 9%[38.3 µM], 3%, 2.0%
COc1ccc(NC(=O)Nc2ccccc2C)c(OC)c1 as listed: -1%, 1%, 4%[46.1 µM], -2%, -5%[38.3 µM], -1%, 2.9%

The results go on.
Structure,LMNA splice mod,aGal spleen mod,NPSR antag,KinaseGlo FLuc,IMPase Li cell,CBFb RUNX1 block,Epigenetic reg
Cc1noc(C)c1COc1ccc(C(=O)OCC(=O)NC2CCCCC2C)cc1 (configuration not stated),13%,5%,-13%[46.1 µM],/,/,7%,0.0%
CC1CCCN(c2cc3c(cc2[N+](=O)[O-])C(=O)N(c2ccccc2)C3=O)C1 (configuration not stated),-5%,-3%,-9%,-1%,3%,-20%,0.0%
COc1ccc(OC)c(/C=N/NC(=O)CCc2c(C)n[nH]c2C)c1,/,?,-1%,/,/,0%,-1.0%
O=C(Nc1ccc(-c2nc3ccccc3[nH]2)cc1)c1c(F)c(F)c(F)c(F)c1F,-28%[46 µM],6%,9%,2%,-11%,3%,-1.2%
CCc1ccccc1NC(=O)CSC1=C(C#N)C(c2ccc3c(c2)OCO3)C2=C(CCCC2=O)N1 (configuration not stated),0%,-9%,-16%[46.1 µM],-4%,12%[38.3 µM],1%,1.0%
Cn1ncc2c(Nc3ccc(-c4ccccc4)cc3)ncnc21,?,-1%,-29%[46.1 µM],0%,10%[38.3 µM],0%,-5.5%
CCOc1cc(CNc2ccc3c(c2)OCCO3)cc(Br)c1OCC,?,1%,?,-1%,20%[38.3 µM],?,2.4%
CCCCCCCCCCCCCCCC(=O)NCCCC(=O)O,/,-10%,/,-1%,-14%,-6%,2.3%
COC(=O)c1ccccc1NC(=O)Nc1cccc(C)n1,/,5%,-20%,-2%,14%,3%,2.5%
FC(F)(F)c1cnc(N/N=C/c2ccncc2)c(Cl)c1,/,-1%,-2%,/,/,10%,-3.4%
CCOC(=O)c1sc(NC(=O)CNC(=O)Cn2cnc3sc(C)c(C)c3c2=O)nc1C,3%,8%,-7%[46.1 µM],-4%,4%[38.3 µM],4%,-0.5%
COc1ccc(NC(=O)CN2CCN(c3nc(-c4ccc(F)cc4)cs3)CC2)c(OC)c1,?,3%,35%,-1%,11%,-13%,1.0%
CCCn1c(N2CCN(CC(=O)c3c(C)n(C)c4ccc(OC)cc34)CC2)nc2c1c(=O)[nH]c(=O)n2C,-2%[0.0737 µM],-7%,-7%[46.1 µM],-1%,5%[38.3 µM],3%,-0.9%
Cc1ccc2nc(SC(C)C(=O)N3CCCCC3)[nH]c2c1 (configuration not stated),1%[46 µM],-5%,3%,0%,-9%,-8%,-0.2%
Cn1c(=O)n(C)c2cc(NS(=O)(=O)c3ccc(Br)s3)ccc21,-6%[46 µM],-12%,2%,1%,6%,2%,-1.9%
C/C(Cn1nnc([N+](=O)[O-])n1)=N\NC(=O)c1ccc(O)cc1,/,4%,14%,/,/,8%,-2.6%
CCOC(=O)COc1ccccc1/C=C1\NC(=O)NC1=O,/,-10%,23%,-4%,-16%,1%,5.2%
CCC(c1nnnn1C(C)(C)CC)N(CCCN1CCOCC1)Cc1cc2cccc(C)c2[nH]c1=O (configuration not stated),1%,-8%,-14%[46.1 µM],-3%,22%[38.3 µM],1%,-0.7%
O=[N+]([O-])c1cccc(/C=C/c2nc[nH]c2[N+](=O)[O-])c1,/,-7%,-2%,/,/,-3%,1.1%

The list is partial; count on the stated rates, not on these rows.
